HCV inhibitor: blocks hepatitis C virus. Huh7.5.1 HCVcc-Cre infection, luciferase reporter, 44 h. Potency, µM (top dose mostly 41.8 µM), without a hit: top-dose activity change, negative = inhibition, usual class: inhibitors. actives 3.4% (n = 340,000); note: potency is the fitted concentration of half-maximal effect; % is set by controls: 0 for no effect and ±100 for the full control effect
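A cell-based infection assay in which seeded cells (1,000 per well) receive test compound after 4 h, are inoculated with HCVcc-Cre at approximately 0.5 moi, and are incubated 44 h before luminescence detection.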
Shiga inhibitor: Shiga toxin inhibition; actives 9.2% (n = 290,000); inhibition, % at 38.7 µM; Vero cells, Shiga toxin protein synthesis inhibition reporter; AID 2315; in the data active = inhibition mostly above about 28%, no sharp cut-off; inactive = mostly below about 43%; note: 0% is about no effect
Pf growth 48h: inhibits P. falciparum growth in the first generation, 48 h. P. falciparum luciferase growth in erythrocytes, 48 h. Potency, µM (top dose mostly 28.7 µM), for inactives: at the top dose activity change, negative = inhibition, most hits filed as inhibitors. actives 5.9% (n = 310,000); note: potency is the fitted concentration of half-maximal effect; % is set by controls: 0 for no effect and ±100 for the full control effect
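Read-out is firefly luciferase luminescence from an integrated reporter in P. falciparum, so falling signal marks reduced parasite growth. Infected erythrocytes were at 2% hematocrit and 0.1% parasitemia (final) in Albumax-supplemented RPMI 1640.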
TbPYK inhibitor: inhibitors of Trypanosoma brucei pyruvate kinase. Q57TT1. TbPYK enzyme, Kinase-Glo Plus ATP luminescence, 45 min. Potency, µM (highest dose often 76.8 µM), for the others: at the top dose activity, negative = inhibition, actives largely listed as inhibitors. actives 0.12% (n = 410,000); note: potency is the fitted concentration of half-maximal effect; % is set by controls: 0 for no effect and ±100 for the full control effect; nearly all actives have a fitted effect of over 50% in size
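Luminescent Kinase-Glo Plus end-point after 45 min room-temperature reaction of T. brucei pyruvate kinase started with 130 uM ADP (final). Buffer TEA 50 mM pH 7.2 with KCl, MgCl2, BSA, Tween-20; titration-based qHTS with fitted concentration-effect curves.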
CHX counter: counter-screen hit for Shiga toxin inhibitors, cycloheximide. cell reporter, cycloheximide protein synthesis inhibition counterscreen. max response, %. actives 12% (n = 300,000). AID 2314; in the data active = max response mostly above about 13%, no sharp cut-off; inactive = mostly below about 14%; note: read at 38.3 µM for the half of the compounds with a filed dose; 0% is about no effect
LmPK inh: inhibitors of Leishmania mexicana pyruvate kinase; purified LmPK, Kinase-Glo ATP luminescence, 1 h; actives 0.37% (n = 290,000); Potency, µM (series often up to 57.5 µM), inactives show at the top dose activity change, negative = inhibition, usual class: inhibitors; Q27686; note: potency is the fitted concentration of half-maximal effect; % is set by controls: 0 for no effect and ±100 for the full control effect
Target sequence (Q27686 whole entry, looked up): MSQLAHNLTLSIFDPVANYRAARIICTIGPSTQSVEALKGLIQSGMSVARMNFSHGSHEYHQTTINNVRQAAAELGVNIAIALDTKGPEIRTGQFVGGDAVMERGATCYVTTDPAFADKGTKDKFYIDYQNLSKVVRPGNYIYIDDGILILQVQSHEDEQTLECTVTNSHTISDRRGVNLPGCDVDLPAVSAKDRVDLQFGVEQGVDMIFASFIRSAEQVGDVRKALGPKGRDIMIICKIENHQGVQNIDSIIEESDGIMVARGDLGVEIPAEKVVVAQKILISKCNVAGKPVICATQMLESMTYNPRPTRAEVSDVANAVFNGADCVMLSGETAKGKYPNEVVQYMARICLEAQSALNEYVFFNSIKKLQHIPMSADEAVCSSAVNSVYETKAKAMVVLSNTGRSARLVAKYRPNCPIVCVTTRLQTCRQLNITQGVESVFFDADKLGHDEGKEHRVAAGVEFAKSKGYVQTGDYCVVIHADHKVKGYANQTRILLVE
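Purified LmPK (0.1 nM) with 0.5 mM PEP and 0.1 mM ADP in imidazole buffer pH 7.2 with MgCl2/KCl, 1 h at room temperature. ATP formed was read by luciferase luminescence and normalized to no-enzyme and uninhibited controls.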
Pf growth 96h: P. falciparum growth inhibition at 96 hours; AID 504834; Potency, µM (series often up to 28.7 µM), inactives show at the highest dose activity change, negative = inhibition, hits mostly inhibitors; actives 6.9% (n = 320,000); P. falciparum luciferase reporter growth, 96 h; note: potency is the fitted concentration of half-maximal effect; % is set by controls: 0 for no effect and ±100 for the full control effect
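P. falciparum expressing integrated firefly luciferase grown in erythrocytes (2% hematocrit, 0.05% parasitemia final) with compounds for 96 hours at 37 C, 5% CO2. Growth inhibition read as loss of luminescence after adding luciferase detection reagent.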
* = called active by the depositor; i = inactive; ? = inconclusive; · = no result given; & = joins results of further samples; [ ] = dose if it differs, or a comment. Unless noted, calls come from the whole dose curve; as a rule, active = well fitted curve in the direction sought with a large enough effect; inconclusive = small, poorly fitted or top-dose-only effect, or another doubt; inactive = no such curve, though single readings can be large; an effect the other way counts as inactive or inconclusive.

SMILES | HCV inhibitor | Shiga inhibitor | Pf growth 48h | TbPYK inhibitor | CHX counter | LmPK inh | Pf growth 96h
CC1CCCC(NC(=O)CNC(=O)c2cccs2)C1C (stereo unspecified) | -28% | · | 14% | 11% | · | · | 26%
CCn1c(SCC(=O)Nc2ccc3c(c2)OCCO3)nnc1-c1c[nH]c2ccccc12 | ? | 14 | ? | -5% | 12* | 6% | ?
COc1ccc(CCN2C(=O)CSC2c2ccc(OC)c(OC)c2)cc1OC (stereo unspecified) | -30% | 27 | 5% | 2% | 12 | 5% | 0%
Nc1nc(SCC(=O)OCc2ccccc2)[nH]c(=O)c1NC(=O)c1ccco1 | 12% | -2 | 10% | 6% | -2 | 1% | 1%
CC(=O)c1ccc(N(C(=O)CS(=O)CC(=O)Nc2ccc(F)cc2)C(C(=O)NC2CCCCC2)c2cccs2)cc1 (stereo unspecified) | 10% | 27 | -7% | 6% | 6 | 0% | ?
CCCCC[C@H](O)/C=C/[C@H]1C=CC(=O)[C@@H]1C/C=C\CCCC(=O)O | -14%[8.37 µM] | -5 | -4% | · | -2 | 8% | 4%
Cc1ccc(C(=O)CN(C(=O)c2ccc(Cl)cc2)N2C(=O)c3ccccc3C2=O)cc1 | · | -3 | 5% | 4% | -1 | 0% | 41%[activator]
CCS(=O)(=O)NCCc1cc2c(OC)ccc(OC)c2[nH]c1=O | -5% | -5 | -24% | 2% | -2 | 0% | 2.1µM*
CC(=O)Nc1ccc(OS(=O)(=O)c2cc(Cl)ccc2C)cc1 | -16% | 26 | ? | 0% | -4 | 11% | 0%
CNC(=O)c1ccccc1S(=O)c1ccccc1COC(C)=O (stereo unspecified) | 2% | 19 | 4% | 0% | -3 | -4% | ?
O=C(CCCn1c(SCC(=O)c2ccc(O)c(O)c2)nc2ccccc2c1=O)NCC1CCCO1 (stereo unspecified) | ? | -13 | 9.3µM* | -4% | 1 | 2% | ?
Cc1nc(NC(=O)c2cccnc2)ccc1Br | ? | 57* | 51%[activator] | 0% | 32* | -12% | ·
Cc1nc2c(S(=O)(=O)c3ccccc3)cnn2c(C)c1C | -28% | 3 | 317%[activator] | 0% | 4 | -14% | 6%
CC(C)(C)c1ccc(C(=O)NCCc2ccccc2)cc1 | -14% | 53* | 154%[activator] | -11% | 46* | -4% | i
Cc1ccc2cc(CCNC(=O)c3c(-c4ccccc4Cl)noc3C)c(=O)[nH]c2c1 | 0% | -3 | ? | -6% | -4 | 2% | ?
O=c1[nH]c(N/N=C\c2ccc(F)cc2)nc2ccccc12 | 6% | 80* | -49% | -6% | 34* | -1% | ?
CC(=O)c1ccc(-n2nncc2C)cc1 | 2% | -6 | 12% | -6% | 0 | -1% | 5%
Cc1cccc(OCc2n[nH]c(=S)o2)c1C | 15% | -2 | 18% | ? | 6 | 2% | 38%[activator]
CCc1ccccc1NC(=O)C1CCCN1S(=O)(=O)c1ccc2c(c1)n(C)c(=O)c(=O)n2C (stereo unspecified) | 7% | 1 | ? | 0% | 14 | 6% | ?
CCOc1ccc(N2CC(C(=O)OCC(=O)NCc3ccccc3)CC2=O)cc1 (stereo unspecified) | -3% | -6 | 2% | 0% | -1 | 3% | ?
CS(=O)(=O)c1ccccc1C(=O)N1CCN(Cc2ccccc2)CC1 | 12% | 2 | 6% | 8% | 0 | -2% | 18%
COc1ccc2c(c1)c1ncn(CCCN3CCOCC3)c(=O)c1n2C | 8% | -15 | 7% | 4% | 4 | 2% | ·
COc1cc(OC)cc(C(=O)OCn2nnc3ccccc3c2=O)c1 | 15% | -8 | 6% | 2% | -6 | 0% | -15%
COc1ccc(S(=O)(=O)NCC2CCCN(C(=O)CCC(F)(F)F)C2)cc1 (stereo unspecified) | 14% | -8 | -16% | -4% | -1 | -11% | 119%[activator]
Cc1csc2nc(CCNS(=O)(=O)c3ccc4c(c3)OCCO4)cn12 | 7% | 4 | · | -4% | -1 | 4% | ?
O=C(NCCn1ccc2ccccc21)c1ccc2c(c1)OCO2 | ? | 64* | 59%[activator] | 1% | 40* | -3% | 29%
C[C@]12CC[C@@H]3c4ccc(O)c(O)c4CC[C@H]3[C@@H]1CC[C@@H]2O | 2.8µM* | 36 | · | 10µM* | 8 | 1µM* | ·
COc1ccccc1C(=O)COC(=O)COc1cccc2c1OC(C)(C)C2 | · | 85* | 116%[activator] | -9% | 52* | -3% | ?
COc1ccc(C(=O)C2CCCN(C(=O)c3cc4nc(C)cc(C)n4n3)C2)cc1F (stereo unspecified) | -8% | -12 | 2% | -3% | 13 | -3% | ?
CCOC(=O)C1=C(C)NC(C)=C(C(=O)OCC)C1C(=O)OCC(=O)c1ccc2c(c1)OCCO2 | -7% | 26 | ? | 4% | -2 | -1% | 21%

7 entries drawn at random from the list so far, as already listed:
SMILES | HCV inhibitor | Shiga inhibitor | Pf growth 48h | TbPYK inhibitor | CHX counter | LmPK inh | Pf growth 96h
Cc1ccc(C(=O)CN(C(=O)c2ccc(Cl)cc2)N2C(=O)c3ccccc3C2=O)cc1 | · | -3 | 5% | 4% | -1 | 0% | 41%[activator]
C[C@]12CC[C@@H]3c4ccc(O)c(O)c4CC[C@H]3[C@@H]1CC[C@@H]2O | 2.8µM* | 36 | · | 10µM* | 8 | 1µM* | ·
COc1ccc(S(=O)(=O)NCC2CCCN(C(=O)CCC(F)(F)F)C2)cc1 (stereo unspecified) | 14% | -8 | -16% | -4% | -1 | -11% | 119%[activator]
CC(=O)c1ccc(N(C(=O)CS(=O)CC(=O)Nc2ccc(F)cc2)C(C(=O)NC2CCCCC2)c2cccs2)cc1 (stereo unspecified) | 10% | 27 | -7% | 6% | 6 | 0% | ?
O=c1[nH]c(N/N=C\c2ccc(F)cc2)nc2ccccc12 | 6% | 80* | -49% | -6% | 34* | -1% | ?
CCOC(=O)C1=C(C)NC(C)=C(C(=O)OCC)C1C(=O)OCC(=O)c1ccc2c(c1)OCCO2 | -7% | 26 | ? | 4% | -2 | -1% | 21%
CC(=O)Nc1ccc(OS(=O)(=O)c2cc(Cl)ccc2C)cc1 | -16% | 26 | ? | 0% | -4 | 11% | 0%

Remaining list, next part
SMILES | HCV inhibitor | Shiga inhibitor | Pf growth 48h | TbPYK inhibitor | CHX counter | LmPK inh | Pf growth 96h
CN=C(Nc1ccccc1)SC1CC(=O)N(c2cccc(OC)c2)C1=O (stereo unspecified) | 14% | 12 | ? | -7% | 9 | 3% | -23%
Cc1nn(-c2ccccc2)c(N)c1C1(O)C(=O)N(C)c2ccccc21 (stereo unspecified) | 1% | 0 | 3% | 6% | -2 | -2% | 0%
Cn1c(-c2ccc(F)cc2)cnc1NCc1cccc([N+](=O)[O-])c1 | -27% | -4 | 6% | 15% | -3 | -7% | ?
Cn1c(=O)cc(OCC(=O)N2CCN(c3cccc(C(F)(F)F)c3)CC2)c2ccccc21 | ? | 14 | 33%[activator] | 11% | 1 | 4% | 158%[activator]
COc1ccccc1COCC(O)CN1CCN(S(=O)(=O)c2cccc(F)c2)CC1 (stereo unspecified) | 5% | · | -26% | 3% | · | · | -26%
CCCn1c(SCc2cc(=O)oc3ccc4ccccc4c23)n[nH]c1=O | -19% | -15 | ? | 1% | 1 | 1% | ?
O=C(NC1CCCc2ccccc21)c1cccc(S(=O)(=O)N2CCN(c3ccccc3)CC2)c1 (stereo unspecified) | ? | -15 | 10µM* | 4% | -1 | 9% | ·
COc1ccc(-c2cn(CCO)nc2-c2ccc(OC)cc2)cc1 | -8% | -4 | 1% | 5% | -2 | 0% | 10%
N#CC1C(C#N)N2CCCN2C1c1ccc(Cl)cc1 (stereo unspecified) | 11% | -2 | -1% | ? | -6 | 1% | ?
CNS(=O)(=O)c1ccc(N=Cc2c(C)[nH]n(-c3ccc(C)cc3C)c2=O)cc1 | 17% | -8 | -20% | 0% | -3 | 0% | ?
CC(C)Cn1c(SCC(=O)Nc2ncccn2)nc2ccccc21 | -11% | 17 | 0% | -12% | 5 | 5% | 10%
CCCCN1C(=O)c2ccc(C(=O)Nc3c(N)n(CCCC)c(=O)n(C)c3=O)cc2C1=O | 1% | 4 | 6% | 2% | -5 | -2% | 5.2µM*
O=C(CCc1nc(-c2ccccc2F)no1)NC1CCCCCC1 | 1% | 10 | 20% | 0% | -2 | -4% | 27%
COc1ccc(NC(=S)NCc2ccco2)c(OC)c1 | -3% | -7 | · | -4% | -3 | -1% | 33%[activator]
CCOc1ccc(OCCOC(=O)CNC(=O)c2ccc(Cl)cc2Cl)cc1 | -21% | · | 31%[activator] | -2% | · | · | 39%[activator]
Cc1ccccc1Oc1ncccc1C(=O)/C(C#N)=C/N(C)C | 9% | 2 | -9% | 0% | 6 | 1% | 53%[activator]
C/C(=N\NC(=S)NC1CCCCC1)c1c(F)cccc1F | ? | 31 | -15% | 1% | 16 | 4% | 10µM*
O=C(CCCN1C(=O)c2ccccc2C1=O)N1CCc2ccccc2C1 | 7% | -16 | 21% | · | -1 | 4% | 35%
COc1ccc(C2CC(=O)Oc3c(C(CCN4CCN(c5ccccc5)CC4)c4ccc(N(C)C)cc4)c(OC)cc(OC)c32)cc1 (stereo unspecified) | -7%[8.37 µM] | -1&-5 | 9.3µM* | 2% | 0&-3 | 3% | 10µM*
COc1ccc(S(=O)(=O)Nc2ccccc2C)cc1C(=O)N1CCOCC1 | 2% | -1 | ? | -7% | 5 | 4% | ?
CC1CCC2CCCCC2N1C(=O)c1cc([N+](=O)[O-])cc([N+](=O)[O-])c1 (stereo unspecified) | -29% | -17 | ? | 2% | 10 | -2% | -3%
O=C(COc1ncnc2ccccc12)Nc1ccccc1[N+](=O)[O-] | 10% | 33 | 25% | -1% | 5 | 6% | 13%
COc1cccc(C(C(=O)NC2CCCC2)N(C(=O)c2ccco2)c2ccc(NC(C)=O)cc2)c1OC (stereo unspecified) | -5% | 10 | 1µM* | -14% | -5 | 2% | 49%[activator]
Cc1ccc(C)c(NC(=O)CSc2nc(=O)n(CCN3CCOCC3)c3c2CCCC3)c1 | 6% | · | ? | 0% | · | · | ?
CN(C)C(=O)COC(=O)c1cccc(CN2C(=O)c3ccccc3C2=O)c1 | 11% | 13 | ? | 4% | 1 | 4% | ?
CC(=O)c1c(C)nc2ccccc2c1N | 14% | -18 | 13% | -6% | -2 | -1% | ·
COC(=O)C1=C(O)/C(=C\c2ccc(O)c(OC)c2)N=C1C | 18% | 23 | 1% | -9% | -2 | -4% | ·
CCCCNC(=S)N(CCCN(C)C)Cc1cc2cc3c(cc2[nH]c1=O)OCO3 | -7% | -2 | -5% | -8% | 2 | -2% | ?
CC1Cc2cc(/C(O)=C3/C(=O)C(=O)N(CCCn4ccnc4)C3c3ccc(Br)cc3)ccc2O1 (stereo unspecified) | 2% | 14 | -7% | 6% | 2 | 11% | 4%
O=C(Cn1cccc1C(=O)c1ccccc1)NCCN1CCOCC1 | 6% | -2 | -11% | 5% | -3 | -2% | ·
Cc1cccc(OCCCC(=O)Nc2ccc(S(=O)(=O)Nc3ncccn3)cc2)c1C | 14% | -3 | 6% | 2% | 1 | 2% | 2.1µM*
COc1ccc(NC(=O)C2CCCN(C(=O)c3ccc(Cl)cc3)C2)cc1S(=O)(=O)N(C)C (stereo unspecified) | -21% | · | ? | -2% | · | · | ?
CCC1CCCCN1C(=O)CSc1nc2c([nH]c3ccccc32)c(=O)n1C (stereo unspecified) | ? | -6 | 9.3µM* | 2% | -1 | 7% | -1%

Assay outcomes as filed in PubChem BioAssay.
